# Assay outcomes: PubChem, several laboratories
# Measles CPE: protection of cells from measles virus; Measles virus-infected cells, CPE protection, absorbance; protection (pct of control), % at 4 µM; 140,000 compounds, 1.5% hits; AID 841; in the data active means protection mostly above about 24%, no sharp cut-off; inactive means mostly below about 26%; further: some compounds called inactive have numbers as strong as hits
# Yeast life ext: yeast lifespan extension | S. cerevisiae growth with nicotinamide, OD615; deaD strain in restrictive glucose medium | 130,000 compounds, 0.68% hits | inhibition of the nicotinamide effect, % at 10 µM;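 active means inhibition above a set limit, placed 3 SD over the median of all compounds, cut at about 26% in these data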;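 further: 0% = nicotinamide-treated wells and 100% = cells grown without nicotinamide; some compounds called inactive have numbers as strong as hits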
#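 Buffer or medium: CSMM-D glucose medium, restrictive; test system: modified budding yeast, DeaD strain; compound: single dose 10 µM compound, 0.25% DMSO; schedule: culture preincubation 4 h, compound exposure 48 h, both 30 °C; detection: optical density (absorbance) at 615 nm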
# Yeast growth inh: yeast BB579 growth reduction in restrictive medium | S. cerevisiae BB579 growth, OD615, 48 h | inhibition, % at 10 µM | 140,000 compounds, 0.51% hits | AID 804;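 active means inhibition above a set limit, 3 SD over the mean compound inhibition, cut at about 44% in these data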; further: inactives centre near -24
#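 Material: Saccharomyces cerevisiae DeaD strain BB579, replicative lifespan model yeast; buffer or medium: CSMM-D restrictive synthetic medium containing dextrose (glucose); compound: 10 µM single dose, DMSO 0.25%; timing: 48 h compound exposure at 30 °C after 4 h preincubation; signal: turbidity as optical density at 615 nm; benchmarks: positive control amphotericin B 10 µg/mL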
# HCT116 PTEN-null: PTEN-deleted cell growth suppression; HCT116 PTEN-null viability, CellTiter-Glo, 60 h; hits give low values; viability, % at 10 µM; 140,000 compounds, 1.2% hits;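 active means viability at or below a set limit, 4 SD under the median of all tested compounds, cut at about 3.7% in these data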;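 further: PTEN knockout HCT116 line with beta catenin targeted HCT116 as companion control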
# NPY-Y2 antag: antagonists of human neuropeptide Y receptor Y2. NPY-Y2 expressing cells, antagonist mode. inhibition, % at 2.7 µM. 140,000 compounds, 0.99% hits; in the data active means inhibition above about 17%;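 further: 0% = vehicle with agonist challenge and 100% = reference antagonist with challenge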
# Target sequence (P49146 whole entry, looked up): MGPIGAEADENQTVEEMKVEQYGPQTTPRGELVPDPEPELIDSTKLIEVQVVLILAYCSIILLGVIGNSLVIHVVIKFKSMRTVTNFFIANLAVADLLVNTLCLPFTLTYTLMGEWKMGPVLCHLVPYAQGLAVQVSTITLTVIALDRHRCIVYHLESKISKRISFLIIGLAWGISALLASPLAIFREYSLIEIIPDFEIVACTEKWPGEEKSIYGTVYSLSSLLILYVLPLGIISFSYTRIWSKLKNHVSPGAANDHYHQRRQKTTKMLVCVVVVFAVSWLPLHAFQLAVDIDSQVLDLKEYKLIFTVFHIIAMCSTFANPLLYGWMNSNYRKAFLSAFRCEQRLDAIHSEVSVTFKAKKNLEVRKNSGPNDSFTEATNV
# Phagocyt inh: macrophage phagocytosis inhibition. J774A.1 macrophage IgG-bead phagocytosis, imaging. inhibition, % at 5 µM. 110,000 compounds, 0.07% hits. AID 1029;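 active means inhibition above the mean of the plate negative controls plus 5 SD, cut at about 13% in these data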;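 further: phagocytic index as fraction of beads internalized from green versus red external bead signal; plate controls were DMSO negative control for no effect and cytochalasin-D positive control for full effect; some results beyond the cut were filed as inactive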
# E-sel TNF inh: TNF alpha driven E-selectin expression inhibition | HUVEC TNFa-induced E-selectin immunofluorescence, high content | inhibition, % at 2 µM | 120,000 compounds, 0.71% hits;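 active means inhibition above the batch mean plus 3 SD, and confirmed as a hit on visual image review, cut at about 43% in these data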;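 further: 0% = TNF-stimulated DMSO wells and 100% = unstimulated control wells; not every result past the cut was called active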
# MRP-1 activ: activates MRP-1 | H69AR cells + doxorubicin, viability rescue, CellTiter-Glo | viability increase, % at 10 µM | 140,000 compounds, 0.61% hits | AID 799;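 active means viability gain under doxorubicin at or above a set limit, the compound median plus 3 SD, cut at about 4.7% in these data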;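 further: MRP-1 overexpressing cells given doxorubicin 25 µM after compound pretreatment; 18-22 h compound pretreatment then 72 h with doxorubicin before readout; 0% = doxorubicin-only wells and 100% = vehicle-treated cells without doxorubicin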
# bCat KO growth: beta-catenin-lacking colon tumor cell growth suppression. HCT116 beta-catenin knockout viability, CellTiter-Glo, 60 h; hits give low values. viability, % at 10 µM. 140,000 compounds, 1.5% hits. AID 818;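 active means viability at or under a set limit, the compound median less 4 SD, cut at about 6% in these data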;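 further: 0% = Hyamine 1622 control at 20 µM and 100% = untreated cell control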
# GALR2 blocker: GALR2 (human) receptor antagonism | 140,000 compounds, 0.39% hits | GALR2-expressing cells, antagonist mode | O43603 | inhibition, % at 4 µM | AID 828; in the data active means inhibition above about 27%;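 further: cells stimulated with galanin 1-16 at roughly its EC80; 0% = agonist challenge control and 100% = basal control without agonist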
# Target sequence (O43603 whole entry, looked up): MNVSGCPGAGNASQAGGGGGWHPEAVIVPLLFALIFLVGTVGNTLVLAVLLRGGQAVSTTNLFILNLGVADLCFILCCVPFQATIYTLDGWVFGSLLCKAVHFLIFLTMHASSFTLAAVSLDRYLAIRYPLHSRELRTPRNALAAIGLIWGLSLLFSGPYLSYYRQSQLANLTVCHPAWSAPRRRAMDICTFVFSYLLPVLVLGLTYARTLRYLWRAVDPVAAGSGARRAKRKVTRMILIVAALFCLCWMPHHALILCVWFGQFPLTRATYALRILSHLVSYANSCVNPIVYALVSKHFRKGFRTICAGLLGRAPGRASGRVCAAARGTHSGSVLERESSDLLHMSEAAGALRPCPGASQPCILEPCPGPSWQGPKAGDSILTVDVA
# The depositor's hits bear a star; . = not tested or not shown.
SMILES,Measles CPE,Yeast life ext,Yeast growth inh,HCT116 PTEN-null,NPY-Y2 antag,Phagocyt inh,E-sel TNF inh,MRP-1 activ,bCat KO growth,GALR2 blocker
CCOC(=O)c1sc(NC(=O)c2cc3c(s2)CCC(C)C3)nc1C (centres undefined),12,3,-30,.,3,0,-48,1.5,95,0
COc1ccc(-n2c(Cn3c(=O)sc4ccccc43)nnc2SCC(=O)N2CCCCC2)cc1,12,-9,-10,86,1,0,-1,-1.5,86,3
C=CCSc1nn2c(=O)c3ccccc3nc2s1,15,-17,-6,93,2,.,1,-1.0,98,2
COc1ccc(Cn2c(CCC(=O)Nc3ccc(CC#N)cc3)nc3cccnc32)cc1,14,7,-33,91,-2,-4,.,-3.6,96,-1
CCN(CC)CC#CCOC(=O)C(O)(c1ccccc1)C1CCCCC1 (centres undefined),53,4,-34,93,4,.,.,-0.5,95,19
NC(=O)CC[C@@H]1NC(=O)[C@H](CO)NC(=O)c2cc([N+](=O)[O-])cc(I)c2OCC[C@@H](C(N)=O)NC1=O,15,6,-26,91,-1,.,-16,-0.6,88,10
c1cn(-c2ncnc3sc4c(c23)CCCC4)cn1,17,.,-4,101,2,1,.,-4.9,88,14
O=C(O)c1ccc(-n2c(-c3ccc(Br)cc3)n[nH]c2=S)cc1,10,-2,12,95,2,3,0,-0.7,95,0
O=C1CC(NNc2nc3ccccc3s2)C(=O)N1c1ccccc1 (centres undefined),16,-15,-52,94,0,2,2,0.9,100,-6
Cc1ccc(C(=O)Nc2ccccc2OC(F)F)cc1,10,11,-52,87,-1,2,9,0.3,82,9

# Quoted at random: two records from the list
SMILES,Measles CPE,Yeast life ext,Yeast growth inh,HCT116 PTEN-null,NPY-Y2 antag,Phagocyt inh,E-sel TNF inh,MRP-1 activ,bCat KO growth,GALR2 blocker
C=CCSc1nn2c(=O)c3ccccc3nc2s1,15,-17,-6,93,2,.,1,-1.0,98,2
NC(=O)CC[C@@H]1NC(=O)[C@H](CO)NC(=O)c2cc([N+](=O)[O-])cc(I)c2OCC[C@@H](C(N)=O)NC1=O,15,6,-26,91,-1,.,-16,-0.6,88,10

# Next entries
SMILES,Measles CPE,Yeast life ext,Yeast growth inh,HCT116 PTEN-null,NPY-Y2 antag,Phagocyt inh,E-sel TNF inh,MRP-1 activ,bCat KO growth,GALR2 blocker
COc1cccc(OCC(=O)NNC(=O)c2cnccn2)c1,5,3,-39,93,1,-4,0,-0.8,93,11
O=C1C=C(NCc2ccc(Cl)c(Cl)c2)CC1,5,-18,-2,85,-1,-2,4,-1.9,94,13
CC(=O)C1=C(O)C(=O)N(c2ccc(Br)cn2)C1c1ccccc1F (centres undefined),8,1,-22,104,1,-1,.,0.1,113,6
O=C(COC(=O)CCc1nc2ccccc2s1)Nc1ncc(Cl)cc1Cl,21,-2,-17,97,2,-7,-28,-2.4,89,-3
COc1cc2nc(/C=C/c3cc(OC)c(OC)c(OC)c3)sc2cc1SC,7,1,-16,16,-1,13,-3,-1.9,15,-4
Oc1ccccc1CNn1cnnc1,50,-5,-27,94,-2,.,-4,-0.1,98,-10
Cc1cccc(C)c1NC(=O)C1(N2C(=O)CC2c2ccccc2)CCCCC1 (centres undefined),3,0,-14,84,3,-2,.,-2.4,78,-9
Cc1nnc(SCC(=O)Nc2nsc(-c3ccc(C(C)(C)C)cc3)n2)s1,12,-7,-5,78,2,.,11,0.5,87,-1
Cc1c(NC(=O)c2cc(C(C)C)on2)c(=O)n(-c2ccccc2)n1C,1,-13,-25,73,4,-1,.,-1.1,82,3
Cc1ccc(CNc2ccc3nnc(-c4ccccc4)n3n2)cc1,10,3,-20,72,1,.,-14,-3.7,63,6
CC(=O)NC(CCS(C)(=O)=O)C(=O)Nc1ccccc1 (centres undefined),2,-6,-1,112,1,0,.,-0.6,102,0
O=[N+]([O-])c1cc(-n2cnnn2)ccc1N1CCC(Cc2ccccc2)CC1,6,35,-99,73,0,.,-44,-0.8,85,7
COc1cccc2c(=O)n(CC(=O)Nc3ccc(F)cc3)ccc12,9,-5,-9,93,3,0,8,-3.0,97,2
S=C(NCc1ccccc1)Nc1cccc(Cl)c1,8,-6,-21,91,0,1,.,-4.5,87,2
CC1CCN(C(=O)CCc2ccc(S(=O)(=O)NC(C)C)cc2)CC1,3,-7,-33,87,-2,0,-12,-2.5,103,9
CC[n+]1c(P(=O)([O-])c2ccccc2)[nH]c2ccccc21,5,4,-33,80,1,.,13,-2.4,91,-2
COc1ccc(C2(O)CC3CCC(C2)N3c2cc(C)nc(-c3ccccc3)n2)cc1 (centres undefined),11,-4,-9,65,-3,0,13,-4.8,70,4
Cc1cc(C)c(COCc2cc(/C=N/O)c(C)cc2C)cc1/C=N/O,1,-1,-60,61,2,0,-7,-3.7,50,7
COC(=O)c1ccc(N2C(=O)CC(N3CCC(O)(c4ccc(Br)cc4)CC3)C2=O)cc1 (centres undefined),6,-7,36,94,1,.,22,-1.4,96,3
O=[N+]([O-])c1ccc(F)c(N=Cc2ccc(Br)s2)c1,4,-4,-18,89,2,-11,0,0.2,89,5
CC(C)C(OC(=O)c1ccco1)C(=O)NC1CCCCC1 (centres undefined),3,-2,-45,98,4,0,-12,-0.8,90,-13
COc1ccc2nc(/N=C(\N)NC(=O)C(C)(C)C)nc(C)c2c1,15,-4,3,62,9,.,-12,-5.1,59,-19
COc1ccccc1NC(=O)CSc1nccc(=O)[nH]1,5,-6,-47,110,4,2,22,-1.1,102,17
O=C(CSC(=S)N1CCOCC1)c1ccccc1,6,1,-12,95,1,-4,.,0.7,98,5
COc1cc(/C=C2/SC(=S)N(CC3CCCO3)C2=O)ccc1O (centres undefined),19,-5,-31,69,8,-8,-7,1.2,80,3
O=C(O)CCc1ccc(-c2ccccc2)n1NC(=O)c1ccco1,5,-11,-53,99,2,0,2,-1.1,98,2
CCCN(CCC)C(=O)C1CC(=O)OC12CCOC(C)(C)C2 (centres undefined),4,5,-55,94,1,-3,-2,0.1,86,0
Cc1cc(C)n(-c2nc3c(c(=O)[nH]c(=O)n3C)n2Cc2ccc(F)cc2)n1,4,-6,-31,99,1,-1,18,-3.1,102,5
O=C(Oc1ccc(-c2cnc3ccccc3n2)cc1)c1ccco1,11,-2,-1,83,0,-1,11,-2.1,97,1
CC(C)(C)C1C/C(=C/c2ccco2)C(=O)/C(=C/c2ccco2)C1 (centres undefined),11,14,-20,76,0,-7,5,-3.3,73,6
CCS(=O)(=O)c1nc(NC(C)=O)n[nH]1,3,-14,-11,105,0,3,-26,-2.1,101,-8
C/C(Nc1ccc(F)cc1)=C(/C#N)C(N)=O,5,-2,-8,107,2,1,-14,0.7,115,5
c1ccc(Cn2nnnc2C(c2ccccn2)N2CCN(c3ccccc3)CC2)cc1 (centres undefined),6,-13,2,52,0,-3,-18,-1.5,63,6
Cc1ccc(-c2csc(N(Cc3ccccc3)C(=O)COc3ccccc3)n2)cc1,.,-9,-12,82,0,0,-6,-2.6,85,-6
O=C(CCCNS(=O)(=O)c1ccc(Br)cc1)N1CC[C@@]2(O)CCCC[C@H]2C1,4,-10,-15,84,-2,0,.,-2.2,85,-4
N#C/C(=C(/O)Cc1cccc2ccccc12)c1nc2ccccc2s1,7,-3,-35,91,-2,-2,-6,-2.1,86,14
CCOc1cccc(NC(=O)Cc2cccs2)c1,7,-20,-44,101,2,-1,.,1.4,106,-7
Cc1cc2c3c(c1C)C1(C(=O)N3C(C)(C)CC2C)C(C#N)=C(N)Oc2cc(O)ccc21 (centres undefined),7,-5,-85,23,-1,-1,-4,-2.3,19,0
Cc1ccc(C(=O)NNC(=O)C2CCN(c3nccc(C)n3)CC2)cc1,10,-21,-37,96,1,.,.,0.4,94,9
COc1ccc(S(=O)(=O)NCc2ccccc2)cc1,5,-1,-38,103,-1,0,10,-0.5,102,9
COc1ccc(/C(C)=N/NC(=S)NCc2ccco2)cc1,25,-5,-22,91,5,-1,.,-2.3,83,17
CC(C)COc1ccc2[nH]c3c(c2c1)CCCC3=O,9,-6,-1,82,7,-1,12,0.2,83,-6
CCOC(=O)c1ccc(N2C(=O)c3n[nH]c(C)c3C2c2ccc(OC)c(OC)c2)cc1 (centres undefined),11,-10,-4,91,4,-1,-51,2.1,94,-9
CC(=O)c1ccc(N2CCN(C(=S)Nc3ccccc3)CC2)cc1,26,-1,-22,103,-2,-1,-8,-0.2,86,-3
COc1cc(C2N(c3ccc(Cl)cc3)C(=O)C3CCCN32)cc(OC)c1OC (centres undefined),2,-12,6,95,-1,.,-18,-0.9,94,2
O=C(C1CCCO1)N1CCN(c2c3c(nc4cc(-c5ccc(F)cc5)nn24)CCC3)CC1 (centres undefined),4,-5,-20,84,-1,-2,65*,-4.1,93,10
COc1ccccc1N1CCN(C(=O)c2cc(C3CC3)on2)CC1,7,-3,-36,104,0,0,.,-1.7,92,14
Cc1ccccc1-c1nc(CN2CCC(C(=O)NCCCN3CCOCC3)CC2)c(C)o1,3,-26,-7,72,4,-1,14,-4.8,78,0
CC(=O)CCc1c(C)nc2ccc(C(=O)O)cc2c1Cl,13,-4,6,104,-1,.,.,-1.0,93,-4
Cc1ccc(C2CC(c3ccc(C)cc3)n3nc(N)nc3N2)cc1 (centres undefined),9,-3,-29,99,1,0,.,-1.6,90,15

# Next entries
SMILES,Measles CPE,Yeast life ext,Yeast growth inh,HCT116 PTEN-null,NPY-Y2 antag,Phagocyt inh,E-sel TNF inh,MRP-1 activ,bCat KO growth,GALR2 blocker
O=C1CC(C(=O)O)c2ccccc2N1 (centres undefined),4,-7,-49,103,2,0,.,-0.2,106,3
O=C(Cc1ccc(Cl)cc1)Nc1ccc(SC(F)F)cc1,12,-2,-9,88,-3,0,.,0.3,90,25
CCC12CN3CC(CC)(CN(C1)C3c1ccc(OC(C)C)cc1)C2=O (centres undefined),1,-3,-36,94,4,0,25,2.4,80,1
NC(=O)C1CC(=O)N(c2ccc(OCC(=O)Nc3cccc(C(F)(F)F)c3)cc2)C1 (centres undefined),6,-9,12,83,2,0,12,0.4,77,-9
CCOC(=O)/C(=N\Nc1ccccc1Cl)N1CCN(C)CC1,11,-6,40,86,2,-3,.,-0.3,83,-7
Cc1cc(C(=O)OCC(=O)N2CC(=O)Nc3ccccc32)no1,3,-14,-29,103,3,0,21,-3.7,98,-14
COc1ccc(NC(=O)CCc2nc(-c3ccc(C)cc3)no2)c(OC)c1,9,-5,-31,89,8,0,-39,-1.8,94,5
Cc1cc(=O)oc2cc(OCC(=O)N3c4ccccc4CC3C)ccc12 (centres undefined),17,-13,-5,19,1,0,30,-2.0,19,-8
Cc1ccc(CN2C(=O)CCSc3ccc(Cl)cc32)cc1,7,-18,-44,73,7,-4,-12,-4.9,84,-9
O=C(COC(=O)C12CC3CC(CC(C3)C1)C2)Nc1nc2c(F)c(F)c(F)cc2s1,9,3,-1,68,-1,.,-5,-1.9,80,-7
